Source: PubChem BioAssay (several laboratories)
DAX1 inh-1: inhibits human nuclear receptor DAX1 | HEK293 Gal4-DAX1 luciferase reporter, luminescence | 340,000 compounds, 0.99% hits | AID 504766 | P51843 | inhibition, % at 6.75 µM;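 active = inhibition above the mean over all tested compounds plus 3 SD, cut at about 4.2% in these data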;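 note: 0% = DAX1-transfected cells with DMSO and 100% = empty-vector control cells with DMSO; inhibition shows as a rise in luminescence from relieved DAX1 repression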
Target sequence (P51843 207-470 limits assumed): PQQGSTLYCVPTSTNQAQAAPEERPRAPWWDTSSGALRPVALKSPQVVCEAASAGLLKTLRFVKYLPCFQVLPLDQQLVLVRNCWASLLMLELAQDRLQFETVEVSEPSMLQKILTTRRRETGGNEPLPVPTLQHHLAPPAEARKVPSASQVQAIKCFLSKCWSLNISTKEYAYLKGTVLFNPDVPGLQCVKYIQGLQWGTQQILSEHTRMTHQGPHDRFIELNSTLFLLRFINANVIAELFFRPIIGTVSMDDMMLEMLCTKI
HGIII-sPLA2 inh: Inhibits HGIII-sPLA2 liposome hydrolysis, primary screen | Q9NZ20 | QFRET BODIPY PC-A2 liposome hydrolysis, fluorescence | inhibition, % at 12.2 µM | 370,000 compounds, 0.56% hits | AID 743126;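 active = inhibition above mean plus 3 SD of compounds lying within the high and low control bounds, cut at about 19% in these data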;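 note: 0% = median of test compound wells and 100% = no enzyme DMSO wells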
hcDAF-12 act: activates DAF-12 receptor from parasite H. contortus; activation, % at 6.8 µM; AID 652067; 370,000 compounds, 1.4% hits; HEK293 hcDAF-12 lit1-tk-luc reporter, luminescence; 0% DMSO, 100% Δ7-dafachronic acid;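 active = activation above the mean of all tested compounds plus 3 SD, cut at about 5.5% in these data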;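 note: 100% = response to 3 µM Δ7-dafachronic acid high control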
SMARCA2 activ: activators of SMARCA2 function; MG213 cells, MMTV-luciferase reporter, dexamethasone, overnight; activation, % at 9.1 µM; 370,000 compounds, 1% hits; AID 652017; in the data active = activation above about 7.8%;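 note: 0% = vehicle wells and 100% = reference activator wells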
FXN GAA850 act: frataxin GAA850 promoter activation; 360,000 compounds, 0.56% hits; activation, % at 6 µM; HEK293 lucGAA850 FXN promoter luciferase reporter, 24 h; percent of 10 µM SAHA response;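 active = activation above the average of all compounds screened plus 3 SD, cutoff fixed separately per campaign, cut at about 7.5% in these data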;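 note: 0% = DMSO wells and 100% = 10 µM SAHA wells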
hgDAF-12 ag: hgDAF-12 agonism, primary luciferase screen; 370,000 compounds, 1.8% hits; activation, % at 6.8 µM; HEK293 GAL4-hgDAF12 UAS-luciferase reporter, agonist luminescence; normalized to butyrate control;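 active = activation above a cutoff set at the mean of all screened compounds plus 3 SD, cut at about 10% in these data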;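 note: 0% = DMSO wells and 100% = sodium butyrate wells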
DAX1 inh-2: inhibitors of DAX1 repression of SF-1 activated StAR promoter | AID 652010 | HEK293T StAR-luciferase reporter, SF-1/DAX-1 repression relief | inhibition, % at 6.8 µM | 370,000 compounds, 1.1% hits;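 active = inhibition above the mean over all tested compounds plus 3 SD, cut at about 3.6% in these data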;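 note: 0% = DAX-1 cells with DMSO and 100% = cells lacking DAX-1 with DMSO; higher inhibition means more luminescence from relief of DAX-1 repression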
ssDAF-12 act: activators of S. stercoralis DAF-12 nuclear receptor. HEK293 ssDAF-12/GRIP1 lit1-tk-luc reporter, luminescence; % of 3 µM dafachronic acid response. activation, % at 6.8 µM. 370,000 compounds, 1% hits. AID 652126;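 active = activation above the mean over all tested compounds plus 3 SD, cut at about 0.9% in these data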;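 note: 0% = DMSO-only wells and 100% = 3 µM delta7-dafachronic acid wells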
PG9 Ab binder: small molecules binding HIV-1 gp120 antibody PG9; inhibition, % at 6.7 µM; AID 624416; 360,000 compounds, 0.43% hits; TR-FRET gp120-PG9 antibody binding; in the data active = inhibition above about 8.5%
Rev-erbA mod: modulators of human Rev-erb alpha DNA binding. Rev-erbα–FITC-DNA binding, fluorescence polarization, 90 min. activity, % at 10 µM. 370,000 compounds, 0.79% hits;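 active = activity above about 14%, limit read from the data; passing the limit was not always enough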;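 note: 0% = DMSO wells with 35 nM protein and 100% = DMSO wells with 750 nM protein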
Target sequence (P20393 whole entry, looked up): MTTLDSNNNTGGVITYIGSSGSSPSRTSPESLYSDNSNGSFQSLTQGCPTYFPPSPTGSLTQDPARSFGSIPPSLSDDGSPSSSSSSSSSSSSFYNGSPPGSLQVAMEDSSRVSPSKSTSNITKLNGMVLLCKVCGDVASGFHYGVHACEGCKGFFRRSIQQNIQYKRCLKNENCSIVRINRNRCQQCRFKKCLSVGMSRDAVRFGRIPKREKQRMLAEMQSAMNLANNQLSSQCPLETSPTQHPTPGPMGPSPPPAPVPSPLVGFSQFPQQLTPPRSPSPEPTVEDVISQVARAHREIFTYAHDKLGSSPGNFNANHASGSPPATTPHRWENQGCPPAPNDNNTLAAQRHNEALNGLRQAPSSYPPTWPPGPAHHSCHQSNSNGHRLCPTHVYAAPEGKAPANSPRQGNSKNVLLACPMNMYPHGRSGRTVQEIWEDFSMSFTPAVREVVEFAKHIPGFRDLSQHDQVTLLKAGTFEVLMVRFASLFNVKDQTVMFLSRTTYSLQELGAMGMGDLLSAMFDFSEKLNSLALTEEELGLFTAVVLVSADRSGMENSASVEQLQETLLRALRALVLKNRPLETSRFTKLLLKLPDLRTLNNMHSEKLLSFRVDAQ
PLCb3 inh: PLC-beta3 (human) inhibition, primary screen | Purified PLC-beta3, fluorogenic substrate, fluorescence | Q01970 | 370,000 compounds, 0.18% hits | inhibition, % at 12.2 µM; in the data active = inhibition above about 11%;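 note: 0% = median of compound wells on plate and 100% = full blocker control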
An asterisk follows results filed as active; i = inactive; nt = not tested or not shown.

SMILES	DAX1 inh-1	HGIII-sPLA2 inh	hcDAF-12 act	SMARCA2 activ	FXN GAA850 act	hgDAF-12 ag	DAX1 inh-2	ssDAF-12 act	PG9 Ab binder	Rev-erbA mod	PLCb3 inh
Cc1ccc(-c2nc(CS(=O)(=O)CC(=O)N3CC(C)CC(C)C3)c(C)o2)cc1 (stereo not given)	-1.7	-13	-3.2	-4	0.3	-2.2	-1.5	-1.4	-2.2	-2	-22
O=C1Nc2ccccc2C1=Nc1cccc([N+](=O)[O-])c1	1.1	3	1.2	-1	0.1	-0.2	0.1	0.3	-1.2	4	2
COc1cc(/C=N\NC(=O)c2sc(N)nc2C)cc(OC)c1OC	1.5	-1	0.2	-1	3.3	-2.1	0.0	-0.9	-0.4	0	-91
COc1ccc(NS(=O)(=O)c2ccc(Oc3ncccn3)cc2)cc1	-1.6	3	-1.4	0	-1.8	1.8	-1.1	-1.2	2.3	4	2
Cn1c(CC(=O)Nc2ccc(Cl)c(Cl)c2)nnc1SCC(=O)N1CCN(c2ccccc2)CC1	-2.5	-42	-2.6	-3	-1.3	-0.5	-0.4	-2.3	-0.2	3	2
Cc1cc(Cl)c2oc(C(=O)N(C)Cc3nccn3C)c(C)c2c1	0.1	4	-3.6	4	2.1	-2.7	-0.3	-1.4	-1.6	-7	-2
Cc1c(C)n2c(SCC(=O)N3CCCCCC3)nnc2[nH]c1=O	-1.4	10	-0.5	0	0.1	-1.0	0.3	-1.4	-0.2	-6	0
Cc1ccc(NC(=O)CSc2ccc(C(N)=O)cc2[N+](=O)[O-])cc1C	-0.8	1	-2.5	-2	-0.2	-0.8	-0.3	-1.3	0.3	3	3
CCCc1cc(=O)oc2c(C)c(OCC(=O)NCc3ccccn3)ccc12	0.3	-2	0.8	2	0.7	0.2	-0.5	-0.8	-1.4	-1	-9
CC(C)C(=O)Nc1sc2c(c1-c1nc3ccccc3[nH]1)CCCC2	-0.1	17	2.8	2	-2.4	7.8	-0.7	-0.7	1.6	-1	i
CCCOc1ccc(N/C=C/C(=O)c2cc(OC)c(OC)c(OC)c2)cc1	-0.7	-25	-2.0	-3	-0.5	-0.4	0.1	-1.8	-1.4	0	-30
O=C(OCC(=O)N1CCN(c2ccccc2)CC1)c1cccc([N+](=O)[O-])c1	-1.1	12	-1.3	-2	-1.9	0.4	-0.2	-1.3	1.2	0	-5
C=CCNc1ncnc2sc(SC)nc12	0.8	6	-1.2	-2	1.3	0.6	0.4	-0.9	-2.2	-4	-13
CCNC(=S)NNC(=O)c1ccccc1OC(F)F	0.2	12	0.0	-4	0.5	0.8	0.2	-0.5	-0.8	-4	0
CC(=O)OCC1OC(COC(C)=O)(c2ccc(C)cc2)C(OC(C)=O)C1OC(C)=O (stereo not given)	1.0	5	-1.3	-1	1.1	-1.9	-0.6	-0.8	-1.7	-6	6
CC(C)c1cccc(C(C)C)c1OC(=O)[C@H]1OC(c2ccc(Br)cc2)=C[C@@H]1c1ccc(Br)cc1	-0.7	-2	-0.7	0	-1.5	1.1	0.2	-1.3	-0.9	-4	-3
COc1cc(/C=N/Nc2nc(Nc3ccccc3)nc(N3CCCCC3)n2)ccc1OCC(=O)O	-0.4	-2	0.8	-6	2.1	1.2	-0.3	-1.5	-2.8	0	9
C=CCSc1nc(C)cc(C(=O)OCC)c1C#N	1.9	7	-0.7	-4	0.6	-1.9	0.5	-0.8	-0.5	3	-9
CCNc1sc(S(C)(=O)=O)nc1S(=O)(=O)c1ccc(Cl)cc1	0.6	-2	-2.3	-5	-0.6	0.3	-0.6	-1.8	1.6	-3	-5
CCOCCCNCC(=O)NCC1CCCCC1	2.3	2	-1.6	-1	0.9	-0.6	0.1	-0.8	0.8	5	2
O=c1[nH][nH]c(C(F)(F)F)c1/C=N/N1CCOCC1	-0.9	-5	-1.2	0	1.7	2.6	0.1	-0.9	0.5	-4	1
Cc1ccc(-c2cc(C(=O)Nc3nn[nH]n3)c3ccccc3n2)cc1	0.2	0	0.7	-3	3.6	1.8	-0.2	-1.3	0.6	-2	-1
CC(C)(C)Nc1nc(Cl)nc(NCc2ccccc2)n1	-0.3	-5	0.3	0	2.3	0.6	0.1	-0.8	0.2	-2	-6
CC(C)Cc1csc(NC(=O)C(C)C)c1C(=O)O	1.1	-3	-0.6	-1	0.6	0.9	-0.2	-1.7	-1.9	0	-3
CCOc1ccccc1C(=O)N1CCN=C1SCc1cccnc1	1.1	3	0.1	-1	-0.4	-0.7	-0.2	-0.7	0.3	2	1
COC(=O)[C@]1(CC(C)C)N[C@H](c2ccc(-c3ccc(Cl)c(Cl)c3)cc2)[C@@H]2C(=O)N(C)C(=O)[C@@H]21	2.0	2	-1.5	0	-1.3	1.5	-0.6	-1.0	-0.8	-1	3
CCCC1CC(C)(c2csc(Nc3ccc(OCC)cc3)n2)OC1=O (stereo not given)	-2.6	-19	-3.6	-5	0.3	-4.5	-2.3	-2.7	-1.8	2	3
O=C(NCc1ccccc1)OCCN1C(=O)CCC12CCCCC2	nt	9	3.9	1	nt	9.7	-1.2	0.0	nt	4	-2
Cn1c2ccccc2n2c(=O)cc(-c3ccccc3)c(C#N)c12	5.4*	0	0.1	0	3.7	4.2	-0.1	-1.0	9.7*	44*	-62
COc1ccc(N(CC(=O)NC2CCCC2)S(=O)(=O)c2ccc(NC(C)=O)cc2)cc1	0.0	-3	-1.7	2	0.4	-0.7	0.0	-1.4	-1.7	-2	-5
COc1ccc(OC)c(NC(=O)CCOc2cccc(C)c2)c1	-0.7	-5	-3.5	-3	-1.4	-3.0	-0.8	-2.2	-1.1	0	-4
CC1=C(C(=O)Nc2ccccc2)C(c2cccnc2)n2ncnc2N1 (stereo not given)	-0.9	14	0.6	-5	1.2	0.1	-0.6	-1.5	-0.4	-2	3
Cc1cccc(CN2CCN(C3CN(Cc4cn(Cc5cc(C)cc(C)c5)nn4)S(=O)(=O)C3)CC2)c1 (stereo not given)	nt	-2	-2.9	-6	nt	-3.8	0.0	-2.0	0.1	-3	-6
Cc1cccc(-n2ccnc2SCC(=O)Nc2nccs2)c1C	-0.4	-9	-1.2	-1	-2.0	-0.8	-0.4	-1.3	-0.5	5	2
COc1cc(NC(=O)COC(=O)c2cc(S(=O)(=O)N3CCCCC3)ccc2Cl)c(C)cc1[N+](=O)[O-]	0.1	-17	-1.1	0	-1.1	0.4	-0.5	-1.0	-0.7	-1	5
CC(=O)c1c(C)[nH]c(C(=O)NCc2ccccc2F)c1C	-0.4	3	-3.6	-2	-0.8	0.4	-0.3	-1.5	-1.6	-1	-6
COc1ccc(CN2[C@@H](CC(C)=O)c3cc(C(F)(F)F)ccc3S2(=O)=O)cc1	0.1	-4	-2.9	0	-0.1	-0.6	-1.2	-0.9	0.3	4	-4
Cc1cc(C(=O)Cn2nnc3ccccc3c2=O)c(C)n1Cc1cccs1	1.6	-16	8.4*	2	3.8	8.4	3.4	0.9*	0.0	-5	3
CCCCC[C@@H](C)N1C[C@H](COCc2ccccc2)Oc2cc(N3CC[C@@H](O)C3)ccc2S1(=O)=O	nt	-12	-0.8	0	nt	0.9	0.3	-0.9	1.7	2	2
CN(C)c1ccc(NC(=O)c2ccc3c(c2)nnn3C)cc1	1.5	18	1.4	3	4.9	2.9	0.2	-1.8	-11	-18	2
CCN1CCN(C(C(=O)NC2CCCC2)c2cc3c(cc2[N+](=O)[O-])OCO3)CC1 (stereo not given)	0.8	1	1.1	-3	3.0	0.5	0.1	-0.3	-2.3	2	-21
O=C(CN(Cc1ccc(F)cc1)C(=O)CCC(=O)Nc1ccccn1)NCCc1ccccc1	-1.4	-4	-0.6	1	-1.7	-2.5	-0.2	-0.8	-1.9	-4	-3
CSc1nc2ccc3nc(NC(=O)c4ccc(C)cc4)sc3c2s1	0.8	-1	0.3	1	0.3	0.7	0.3	-0.7	-1.0	9	-8
Cc1ccc2nc(C)cc(C(=O)OCC(=O)Nc3c(C)n(C)n(-c4ccccc4)c3=O)c2c1	1.4	4	-0.6	3	0.4	-1.6	-0.7	-1.8	-3.1	-7	-31
O=C(NCC1COc2ccccc2O1)c1ccccc1 (stereo not given)	1.1	7	2.6	1	7.6*	3.5	0.7	-0.3	0.7	1	-2
O=C(NCc1ccc2c(c1)OCO2)c1ccc(COc2cc(Cl)ccc2Cl)o1	0.3	-11	-1.6	0	0.5	0.4	-0.8	-1.2	-2.0	2	-1
Cc1ccc(NC(=O)CSCC(=O)Nc2ccccc2C(=O)NC2CC2)cc1	1.6	2	-1.3	1	1.0	-1.4	0.3	-0.5	0.3	5	-5
COc1ccccc1C(CNC(=O)C1CCN(C(=O)Nc2ccccc2)CC1)N1CCCC1 (stereo not given)	1.2	4	0.5	-1	0.9	1.6	0.2	-1.2	-0.1	0	-1
COCCCNC(=S)Nc1ccc2nc(N3CCOCC3)cc(C)c2c1	1.9	13	-0.7	2	2.1	3.7	-0.1	-1.7	-5.7	-3	-147
Cc1ccc(S(=O)(=O)N(C)C)cc1NC(=O)CN1C(=O)NC2(CCCCCC2)C1=O	-0.3	0	-1.1	-4	-0.1	-0.3	-0.5	-1.2	2.2	1	-15
CCc1cc(=O)oc2cc(OCC(=O)N3CCCc4ccccc43)ccc12	0.8	1	-0.9	-2	2.7	-2.5	-0.5	-0.9	1.8	15	-4
CC(C)[C@H](NC(N)=O)C(=O)Nc1ccc(Oc2ccccc2)cc1	-0.2	3	1.7	-1	1.2	-1.4	0.6	-1.2	-1.6	0	8
O=S1(=O)CCOCCN1Cc1ccccc1	-0.5	5	-0.5	1	0.0	-0.7	0.6	-1.2	-1.6	2	2
CS(=O)(=O)c1sc(C#N)c2c1C(=O)CC(c1ccccc1)C2 (stereo not given)	-6.2	9	0.9	-12	-12	-2.1	-1.2	-1.5	-1.1	-1	-7
c1ccc(CCOn2ccnc2)cc1	-0.8	1	-0.8	-4	1.6	3.1	-0.3	-0.2	-0.1	6	-3
COc1cc(OC)cc(-c2nc3ccccc3c(=O)n2OC(=O)c2ccccc2C)c1	-1.4	-3	-0.9	-3	-3.4	12*	-0.3	-1.3	-0.2	0	0
Cc1cc(C)c2c(c1)OC(=O)CC2c1ccc2c(c1)OCO2 (stereo not given)	-0.1	7	-1.9	-4	2.1	-2.0	-0.1	-0.9	0.1	3	-2
CCCCCC(=O)NC(CC(=O)OC)c1ccc2c(c1)OCO2 (stereo not given)	0.1	2	0.1	-3	2.0	-0.1	0.0	-1.7	0.9	0	-1
Cc1ccc(C)c(OCC(=O)N(Cc2ccccc2)c2c(N)n(Cc3ccccc3)c(=O)[nH]c2=O)c1	1.4	-2	-0.1	-1	1.8	-2.5	0.6	-0.9	1.2	10	1
CCOC(=O)c1sc(NC(=O)c2cc3n(n2)C(C(F)(F)F)CC(c2ccccc2)N3)c(C(=O)OCC)c1C (stereo not given)	-0.8	7	0.5	-4	0.8	1.6	0.4	-1.3	0.6	3	-2
